TCR-CD3 inh = blocks the human TCR-CD3 interaction | inhibition, % at 9.4 µM | AID 651800 | 0.37% of 360,000 active | TAMRA-labeled TCR probe fluorescence, biochemical; in the data active = inhibition above about 19%;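 note: recombinant mutant TCR 2C K166C tagged with TAMRA read by polarization; 0% = receptor in buffer alone and 100% = receptor with positive control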
MBD2 inh = inhibitors of human MBD2 binding to methylated oligonucleotide; AID 686964; TR-FRET; Q9UBB5; 0.31% of 370,000 active; inhibition, % at 4.4 µM; in the data active = inhibition above about 13%
SIAE primary = blocks human sialic acid acetylesterase | inhibition, % at 9.66 µM | AID 1053197 | SIAE FP-Rh probe binding, fluorescence polarization | 0.69% of 370,000 active | Q9HAT2;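 active = inhibition above a cutoff: mean of compounds within the control limits plus 3 SD of those, cut at about 17% in these data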;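 note: 0% = plate median of compound wells and 100% = probe without SIAE protein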
TDP2 inh = blocks human TDP2 phosphodiesterase activity | inhibition, % at 12.8 µM | 0.34% of 370,000 active | recombinant TDP2, T5PNP hydrolysis, p-nitrophenol absorbance 415 nm | AID 720702;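 active = inhibition above the mean of all tested compounds plus 3 SD, set per campaign, cut at about 25% in these data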;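 note: 0% = DMSO with enzyme and 100% = buffer with substrate but no TDP2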
Target sequence (O95551 whole entry, looked up): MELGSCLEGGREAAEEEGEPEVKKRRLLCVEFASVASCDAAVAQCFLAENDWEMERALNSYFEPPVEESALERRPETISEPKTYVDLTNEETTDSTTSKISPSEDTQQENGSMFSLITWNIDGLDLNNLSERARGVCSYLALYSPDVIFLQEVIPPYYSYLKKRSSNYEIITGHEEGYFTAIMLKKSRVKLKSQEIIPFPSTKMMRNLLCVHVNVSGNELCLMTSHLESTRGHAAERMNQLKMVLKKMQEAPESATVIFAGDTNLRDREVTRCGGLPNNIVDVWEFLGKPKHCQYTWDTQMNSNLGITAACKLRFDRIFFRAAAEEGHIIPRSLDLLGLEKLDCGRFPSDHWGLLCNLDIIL
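Incubation: 2 h at 37 °C; Test system: recombinant human TDP2; Quantity: enzyme 120 nM; Read-out basis: percent inhibition; Medium: 50 mM Tris-HCl pH 7.5 with Mg2+, KCl, DTT, BSA; Repeats: single replicate; Compound: 12.8 µM single point, 1% DMSO; Signal: epi absorbance; Reagent: 5 mM T5PNP chromogenic substrate; Benchmarks: no-enzyme high, DMSO-plus-enzyme low.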
PRMT1 FP inh = blocks human protein arginine methyltransferase 1; 1.3% of 370,000 active; Q99873; inhibition, % at 2.79 µM; recombinant PRMT1, activity-based probe fluorescence polarization;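 active = inhibition above about 21% made by adding two undisclosed values, limit read from the data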
Target sequence (Q99873 whole entry, looked up): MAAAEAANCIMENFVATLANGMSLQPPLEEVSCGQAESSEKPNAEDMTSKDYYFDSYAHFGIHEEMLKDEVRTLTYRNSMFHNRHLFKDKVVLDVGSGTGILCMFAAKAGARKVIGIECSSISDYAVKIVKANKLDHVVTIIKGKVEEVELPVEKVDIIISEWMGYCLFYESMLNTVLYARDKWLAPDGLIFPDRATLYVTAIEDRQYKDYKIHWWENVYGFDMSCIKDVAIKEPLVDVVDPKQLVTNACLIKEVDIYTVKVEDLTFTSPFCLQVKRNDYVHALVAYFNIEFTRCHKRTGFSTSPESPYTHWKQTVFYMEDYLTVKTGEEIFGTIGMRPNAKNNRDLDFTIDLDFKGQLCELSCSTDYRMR
proKLK7 act = proKLK7 (human) activation, primary screen | P49862 | purified proKLK7, EDANS-DABCYL substrate fluorescence; 100% is mature enzyme control, 0% vehicle | activation, % at 7 µM | 0.9% of 370,000 active | AID 652039;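 active = activation above the mean of all tested compounds plus 3 SD, computed per campaign excluding outliers beyond control limits, cut at about 13% in these data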
Target sequence (P49862 whole entry, looked up): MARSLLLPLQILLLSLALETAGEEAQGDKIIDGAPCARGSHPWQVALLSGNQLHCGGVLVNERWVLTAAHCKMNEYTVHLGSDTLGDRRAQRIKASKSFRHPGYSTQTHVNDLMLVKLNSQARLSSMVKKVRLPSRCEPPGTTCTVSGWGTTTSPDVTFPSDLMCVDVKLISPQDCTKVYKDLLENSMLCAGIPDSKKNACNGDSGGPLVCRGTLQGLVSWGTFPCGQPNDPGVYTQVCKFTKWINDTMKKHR
DDE Tn7 FP inh = inhibitors of Tn7 peptide binding to human fibrin DD(E). P02675. FP displacement of FITC-Tn7 peptide from fibrin DD(E); 0% = median of compound wells per plate. inhibition, % at 8.3 µM. 0.13% of 370,000 active. AID 720508;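 active = inhibition above the mean of compounds falling within the control limits plus 3 SD of them, cut at about 14% in these data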;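 note: 0% = plate median of compound wells and 100% = 10 µM Aha-Tn7 peptide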
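Assay system: Human fibrin DD(E) protein | Medium: Tris buffer with calcium and detergent, pH 7.8 | Reagent: 0.1 µM fluorescent Tn7 | Compound dosing: Single point at 8.3 µM | Times: 10 min preincubation, 3 h with tracer, room temperature | Detection: Fluorescence polarization of the labelled Tn7 tracer | Controls: Aha-Tn7 high control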
UHRF1 binding = blocks human UHRF1 binding to methylated DNA | UHRF1 binding to methylated oligo, TR-FRET | inhibition, % at 4.4 µM | 0.75% of 370,000 active | AID 687016; in the data active = inhibition above about 21%;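 note: UHRF1 SRA domain binding a hemimethylated CpG hairpin DNA probe; 0% = median of test compound wells and 100% = reference inhibitor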
Tn6 DDE FP = disrupts Tn6 cyclic peptide binding to fibrin D-Dimer-E complex; P02675; Fibrin DD(E) TRITC-Tn6 fluorescence polarization displacement; inhibition, % at 8.3 µM; 0.21% of 370,000 active; AID 720509;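 active = inhibition above a per-campaign cutoff: mean of compounds within control limits plus 3 SD, cut at about 15% in these data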;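 note: 0% = median of all compound wells on the plate and 100% = blocking peptide control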
LEDGF integ inh = blocks HIV-1 LEDGF/p75-dependent DNA integration; TR-FRET IN-LEDGF/p75 DNA integration, Eu/Cy5; inhibition, % at 3.7 µM; 0.64% of 370,000 active; AID 743269;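 active = inhibition above the screen-wide mean plus 3 SD, cut at about 13% in these data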;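 note: signal is the Cy5 over europium emission ratio at 671 and 618 nm; 0% = plate median of compound wells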
* marks the source's active call; other numbers are inactive results; nt = no result given.

Start of the data: the first nine compounds as a preview:
SMILES	TCR-CD3 inh	MBD2 inh	SIAE primary	TDP2 inh	PRMT1 FP inh	proKLK7 act	DDE Tn7 FP inh	UHRF1 binding	Tn6 DDE FP	LEDGF integ inh
COc1ccc(CNC(=O)COc2ccccc2C(=O)c2cnn(-c3ccccc3)c2)cc1OC	2	5	-4	-4	0	0.5	5	1	5	-1
Cc1ccc(C(=O)OCC(=O)NC2CCCC2)cc1	-3	-2	10	19	-3	0.3	2	0	-9	-2
NC(c1csc(Nc2nccc(C(F)(F)F)n2)n1)C1CCCCC1 (centres undefined)	1	-2	-2	-1	0	2.0	-1	-1	-3	13
CCC1(c2ccc(F)cc2)NC(=O)N(CC(=O)Nc2ccc(C(N)=O)cc2)C1=O (centres undefined)	5	1	-1	-16	3	-0.3	-3	5	-9	-8
Cc1ccc2cc(C#N)c(NCc3ccco3)nc2c1	4	-4	-4	7	5	-2.9	-9	-4	-1	-2
CC(C)CCOc1ccc(C(=O)C[N+]2(C)CCOCC2)cc1	-1	1	7	-1	0	-0.1	1	8	0	2
CC(C)(C)NC(=O)C(c1cc2ccccc2o1)n1c(-c2ccc(-c3ccccc3)cc2)nc2ccccc21 (centres undefined)	-1	0	-20	9	6	25*	3	3	-2	-3
O=C(NC1CCCC1)C1c2ccccc2OCC(=O)N1Cc1cccnc1 (centres undefined)	-10	-1	3	3	4	0.3	2	2	-8	1
COCCCN1C(=O)[C@H](CC(=O)NCCCN2CCCC2=O)[C@]2(C(=O)OC)CCCCC=C12	nt	-6	-14	-5	-5	0.8	7	-2	-3	5

The list itself, from the first entry:
SMILES	TCR-CD3 inh	MBD2 inh	SIAE primary	TDP2 inh	PRMT1 FP inh	proKLK7 act	DDE Tn7 FP inh	UHRF1 binding	Tn6 DDE FP	LEDGF integ inh
COc1ccc(CNC(=O)COc2ccccc2C(=O)c2cnn(-c3ccccc3)c2)cc1OC	2	5	-4	-4	0	0.5	5	1	5	-1
Cc1ccc(C(=O)OCC(=O)NC2CCCC2)cc1	-3	-2	10	19	-3	0.3	2	0	-9	-2
NC(c1csc(Nc2nccc(C(F)(F)F)n2)n1)C1CCCCC1 (centres undefined)	1	-2	-2	-1	0	2.0	-1	-1	-3	13
CCC1(c2ccc(F)cc2)NC(=O)N(CC(=O)Nc2ccc(C(N)=O)cc2)C1=O (centres undefined)	5	1	-1	-16	3	-0.3	-3	5	-9	-8
Cc1ccc2cc(C#N)c(NCc3ccco3)nc2c1	4	-4	-4	7	5	-2.9	-9	-4	-1	-2
CC(C)CCOc1ccc(C(=O)C[N+]2(C)CCOCC2)cc1	-1	1	7	-1	0	-0.1	1	8	0	2
CC(C)(C)NC(=O)C(c1cc2ccccc2o1)n1c(-c2ccc(-c3ccccc3)cc2)nc2ccccc21 (centres undefined)	-1	0	-20	9	6	25*	3	3	-2	-3
O=C(NC1CCCC1)C1c2ccccc2OCC(=O)N1Cc1cccnc1 (centres undefined)	-10	-1	3	3	4	0.3	2	2	-8	1
COCCCN1C(=O)[C@H](CC(=O)NCCCN2CCCC2=O)[C@]2(C(=O)OC)CCCCC=C12	nt	-6	-14	-5	-5	0.8	7	-2	-3	5
S=c1[nH]nc(-c2ccccn2)n1/N=C/c1ccco1	0	-3	4	11	-2	-0.4	-1	3	-3	-2
COc1ccc(N(CC(=O)N2CCC(Cc3ccccc3)CC2)S(C)(=O)=O)cc1	0	1	-4	-12	3	0.2	-11	4	-4	0
COC(=O)[C@]12C[C@H](CC(=O)NCc3ccc(C)o3)C(=O)N(Cc3ccc4c(c3)OCO4)C1=C[C@H](C(C)C)O[C@@H]2C1CC1	nt	4	2	2	3	-0.1	3	2	4	-1
Cc1nc2c(OCc3ccc(OC(F)F)cc3)cccn2c1N(C)C(=O)CCC1CCCC1	-3	3	0	-2	0	-0.3	5	1	-2	-3
Clc1cccc(Nc2nc(-c3cccnc3)cs2)c1	0	-1	0	4	2	-0.2	5	-1	2	-2
O=C(c1ccc2[nH]c3c(c2c1)CCCC3)N1CCN(c2ccc(F)cc2)CC1	-2	5	-1	-4	-2	0.7	-51	-1	-10	2
CCCc1nc2oc3c(NCC4CCCO4)ncnc3c2c2c1COC(C)(C)C2 (centres undefined)	7	-3	-3	10	0	-0.7	1	0	6	0
CCCCn1c(NC(=O)C2CCCCC2)nc2ccccc21	5	2	-8	-15	-2	-0.1	-8	0	-2	28*
COc1ccccc1N1CCN(c2cc(N3CCCC3)nc(C)n2)CC1	3	1	5	3	0	0.4	9	2	-11	-2
CCCCOC(=O)Cn1c(=O)oc2ccc(C)cc21	-4	-2	-1	-8	5	-0.1	5	2	-1	-2
CN1CCCCC(NC(=O)CCl)C1=O (centres undefined)	9	-2	0	4	2	0.5	0	0	4	-1
COCCn1nnnc1CN1CCC(Cc2ccccc2)CC1	-6	2	3	-21	3	-0.1	-1	6	0	2
Cc1ccc(/C=C2\SC(=S)N(CCCC(=O)Nc3cccc(C(=O)O)c3)C2=O)cc1	-6	3	1	4	-6	-1.3	3	0	1	-2
COc1ccc(S(=O)(=O)N2CCCCCC2)cc1C(=O)N(C)CCOc1ccccc1	4	-6	8	-6	-1	0.6	8	-2	-1	-4
O=C(Nc1cc(C(F)(F)F)ccc1N1CCOCC1)c1cnccn1	0	0	-2	0	-2	0.5	-5	0	4	2
C/C(Cl)=C\Cn1c(Nc2ccc(C)cc2)nc2c1c(=O)n(C)c(=O)n2C	-9	1	-3	15	-3	-0.3	-4	5	-7	3
CCc1ccc(S(=O)(=O)N2CCN(c3ncccn3)CC2)cc1	5	3	-2	4	-2	-1.0	4	-3	-6	-2
COC(=O)c1ccccc1NC(=O)c1ccc2c(c1)OCCO2	-8	-5	-4	-3	1	-0.5	-4	1	3	3
O=C(COc1ccccc1)NC(=S)Nc1ccc(Br)cn1	-5	0	6	16	31*	0.0	0	7	0	0
Cc1cc(C)cc(NC(=O)CCn2c(=O)c3cccn3c3ccccc32)c1	-9	1	-7	0	0	0.4	0	3	-1	-5
Brc1ccc(-c2cnnc(N3CCCC3)n2)cc1	3	-2	0	3	3	0.6	4	-1	-5	3
O=C(Nc1cccc(F)c1)/C(=C\c1ccco1)NC(=O)c1cccs1	0	-3	7	0	23*	0.4	7	-4	-4	1
CC(=O)Nc1ccc(NC(=O)COC(=O)CCNS(=O)(=O)c2c(Cl)cccc2Cl)cc1	1	4	-1	-4	2	-0.3	1	1	-2	-5
O=C(NC(=S)Nn1cnc2c(cnn2-c2ccccc2)c1=O)c1ccc(Cl)cc1	10	-3	-7	-10	-2	-0.5	0	-1	11	-3
COc1ccc(N2CCN(S(=O)(=O)CCNC(=O)COc3ccc(Cl)cc3)CC2)cc1	-9	0	3	-6	2	-0.9	10	1	1	-7
CC(=O)Nc1ccc(S(=O)(=O)N(C)CC(=O)Nc2ccccc2N2CCOCC2)cc1	-4	4	4	0	1	0.0	0	1	6	1
COc1ccc(NC(=O)C2CCCN(C)C2)cc1OCC(C)C (centres undefined)	9	9	2	-2	4	0.1	7	8	-7	-2
O=Cc1cn(CCC(=O)O)nc1-c1cccc2ccccc12	-1	-1	1	11	-2	0.3	0	-1	-3	3
Cc1ccc(S(=O)(=O)n2nnc3ccccc32)c(C)c1C	6	-2	-1	-3	0	0.4	3	0	5	-5
O=C(NCc1ccco1)c1cc(S(=O)(=O)N2CCOCC2)c(Cl)cc1Cl	1	-4	0	4	-1	-0.1	3	7	5	1
COc1ccc(CNc2nn3c(-c4cccc(C(=O)N(C)C)c4)cnc3s2)cc1	2	1	-6	2	-2	-0.1	-9	-2	5	6
COc1cc(-c2coc3c(C(=O)NCc4cccc(Cl)c4)cccc23)ccc1O	-3	0	-1	-6	-1	0.5	2	0	1	-1
COc1ccccc1C(=O)N1CCN(Cc2nc(CC3CC3)no2)CC1	9	-1	-7	7	-1	0.0	-6	-1	2	-5
CCOC(=O)NC(=S)Nc1c(C)n(C)n(-c2ccccc2)c1=O	4	-5	2	5	-2	0.5	-1	8	2	4
COC(=O)[C@]12CCCCC=C1N(Cc1ccc3c(c1)OCO3)C(=O)[C@H](CC(=O)N1CCOCC1)C2	3	-5	-4	-4	4	-0.2	4	-1	-2	-3
Cc1c(N(C)S(=O)(=O)c2ccc(Cl)c(C(=O)NCC3CCCO3)c2)c(=O)n(-c2ccccc2)n1C (centres undefined)	3	-2	-1	-4	-1	-0.1	-1	1	1	-2
FC(F)(F)c1cnc(Oc2ccccc2-c2nnc(-c3ccc(Cl)cc3)o2)c(Cl)c1	8	1	-3	1	-3	0.2	-6	0	8	1
c1ccc(CSc2nncn2-c2ccccn2)cc1	8	3	-3	8	0	-0.8	5	-3	4	-1
CCOc1ccc(OCC)c(NC(=O)c2ccc(CNc3c(N4CCOCC4)c(=O)c3=O)cc2)c1	3	2	2	1	0	0.6	-5	0	-1	0
CCN(CC)S(=O)(=O)c1ccc(C(C)NC(=O)C2CCCN2C(=O)c2cccs2)cc1 (centres undefined)	-3	3	7	-7	2	0.2	-3	1	-5	-5
CCOc1ccc(N(CC(=O)OC)S(=O)(=O)c2c(C)noc2C)cc1	-1	1	-1	6	0	0.0	1	2	-5	-1
Cc1cccc(Nc2ccc([N+](=O)[O-])cn2)c1	-8	3	3	-16	-1	0.5	-2	4	-4	6
Cc1c(NC(=O)C2CC=CCC2C(=O)O)c(=O)n(-c2ccccc2)n1C (centres undefined)	4	6	0	2	-6	0.5	-7	0	-4	0
O=C(CSc1nc(-c2ccccc2)nc2ccc(F)cc12)Nc1ccc(C(=O)O)cc1	9	-3	-16	18	-3	0.3	-1	-3	9	1
O=C(C(=O)N1CCN(C(=O)C2CCC2)CC1)c1cccc(C(F)(F)F)c1	-2	5	3	4	-2	-0.1	-6	9	6	4
O=C(NCc1cccc(Cl)c1)c1ccc2nc[nH]c2c1	5	-5	-5	4	0	0.3	5	-2	2	0
Brc1ccc(C2=CC(c3cccs3)n3ncnc3N2)cc1 (centres undefined)	5	-10	-17	3	95*	2.7	19*	-22	4	2

Compound activity deposited in PubChem BioAssay by The Scripps Research Institute Molecular Screening Center.

Not a hit list; overall some 4.6% were active at least once.
